# AHR act – activates the human aryl hydrocarbon receptor; hit rate 2.5% among 320,000; activation, % at 5 µM; P35869; AHR-responsive luciferase reporter cells, luminescence; in the data active = activation above about 47%;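 note: 0% = vehicle wells and 100% = reference agonist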
# Target sequence (P35869 whole entry, looked up): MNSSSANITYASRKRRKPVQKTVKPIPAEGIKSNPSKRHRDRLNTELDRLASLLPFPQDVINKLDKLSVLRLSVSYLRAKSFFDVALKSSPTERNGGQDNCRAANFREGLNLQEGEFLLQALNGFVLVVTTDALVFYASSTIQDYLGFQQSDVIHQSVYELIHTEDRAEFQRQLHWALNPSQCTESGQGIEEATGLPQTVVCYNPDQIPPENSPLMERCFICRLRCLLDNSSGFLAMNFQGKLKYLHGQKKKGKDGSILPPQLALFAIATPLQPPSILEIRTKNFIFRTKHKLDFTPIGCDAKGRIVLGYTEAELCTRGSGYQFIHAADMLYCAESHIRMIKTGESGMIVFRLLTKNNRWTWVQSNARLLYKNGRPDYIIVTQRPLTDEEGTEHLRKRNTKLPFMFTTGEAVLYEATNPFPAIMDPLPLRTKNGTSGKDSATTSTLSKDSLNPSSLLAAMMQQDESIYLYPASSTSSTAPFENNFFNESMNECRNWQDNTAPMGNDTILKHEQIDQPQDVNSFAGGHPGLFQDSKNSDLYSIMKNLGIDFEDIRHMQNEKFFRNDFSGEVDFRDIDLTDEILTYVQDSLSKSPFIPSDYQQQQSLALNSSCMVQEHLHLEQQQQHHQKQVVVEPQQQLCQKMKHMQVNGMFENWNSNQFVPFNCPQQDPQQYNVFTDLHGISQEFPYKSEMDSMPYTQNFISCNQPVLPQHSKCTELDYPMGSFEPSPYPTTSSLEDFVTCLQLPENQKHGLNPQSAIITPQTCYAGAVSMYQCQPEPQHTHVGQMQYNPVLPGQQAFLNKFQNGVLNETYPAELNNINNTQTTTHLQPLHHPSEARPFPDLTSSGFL
# RPL19A-GFP yeast – alters RPL19A-GFP fluorescence in TOR pathway yeast screen. S. cerevisiae RPL19A-GFP strain, flow cytometry, 3 h; active compounds read low. percent response vs DMSO, % at 10 µM. hit rate 0.3% among 330,000;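 active = percent response vs DMSO below 50%; inconclusive = fewer than 70 events counted for the yeast strain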;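 note: median channel GFP fluorescence of the barcoded RPL19A-GFP strain; ratio of sample median GFP to plate DMSO average so 100% = DMSO; lower means less RPL19A-GFP as with rapamycin TOR inhibition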
# Efflux pump mplx – inhibitors of Candida antifungal efflux pumps expressed in yeast. S. cerevisiae Candida pump triplex, Nile Red efflux. inhibition, % at 10 µM. hit rate 0.44% among 330,000;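 active = plate passing quality check with inhibition over a set limit, or well fluorescence over plate mean plus 4 SD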;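 note: Nile Red retained in pooled yeast measured as flow cytometry median fluorescence; 0% = buffer negative control and 100% = Enniatin B positive control; higher means more Nile Red kept so more efflux inhibition; some compounds called inactive have numbers as strong as hits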
# MEP2 TOR yeast – alters MEP2-GFP fluorescence in TOR pathway yeast screen; S. cerevisiae MEP2-GFP strain, flow cytometry GFP, 3 h; 100% = DMSO control level; AID 2016; GFP response vs DMSO, % at 10 µM; hit rate 0.51% among 330,000;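 active = GFP response versus DMSO above a set limit, roughly screen mean plus 3 SD, cut at about 180% in these data; inconclusive = fewer than 70 cells counted for a yeast strain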;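 note: median GFP fluorescence of the barcode-gated MEP2-GFP cells per well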
# LAP4-GFP MLPCN – alters LAP4-GFP fluorescence in TOR pathway yeast screen | AID 2023 | GFP response vs DMSO, % at 10 µM | S. cerevisiae LAP4-GFP multiplex, flow cytometry GFP, 3 h; median GFP as percent of DMSO wells | hit rate 0.34% among 320,000;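 active = GFP response vs DMSO above a set limit, about the screen mean plus 3 SD, cut at about 150% in these data; inconclusive = under 70 cell events counted for the yeast strain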
# Yeast superoxide – lowers age-related superoxide in aged yeast cells | superoxide response (% of plate mean), % at 10 µM | S. cerevisiae aged cells, superoxide DHE fluorescence; active compounds read low | hit rate 0.18% among 330,000 | AID 2690;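 active = superoxide response under a set limit, about three screen SD below normal, cut at about 65% in these data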;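 note: yeast aged for seven days with compound at 30 °C before DHE staining; 100% = average MFI of all compound-treated wells on the plate with controls excluded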
# CIT2 TOR yeast – alters CIT2-GFP fluorescence in TOR pathway yeast screen | S. cerevisiae CIT2-GFP strain, flow cytometry, 3 h; 100 means same as DMSO wells | GFP response vs DMSO, % at 10 µM | hit rate 0.065% among 320,000 | AID 2029;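 active = GFP response relative to DMSO above a set limit, near the screen mean plus 3 SD, cut at about 150% in these data; inconclusive = Fewer than 70 cells measured for a yeast strain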;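 note: ratio of well median GFP fluorescence to mean of DMSO wells on the plate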
# AGP1-GFP MLPCN – alters AGP1-GFP fluorescence in TOR pathway yeast screen | hit rate 0.02% among 320,000 | AID 2066 | GFP response vs DMSO, % at 10 µM | S. cerevisiae AGP1-GFP multiplex flow cytometry, 3 h; GFP as percent of DMSO wells;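 active = GFP response relative to DMSO above a set limit, near screen average plus 3 SD, cut at about 150% in these data; inconclusive = fewer than 70 cells counted for the yeast strain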;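 note: median GFP channel fluorescence of the gated AGP1 strain per well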
# Starred values were filed as active, the others as inactive; ? = inconclusive; . = not tested or not shown; [ ] = dose if it differs, or a comment. Not a hit list. Share with any hit: about 3.9%.
SMILES,AHR act,RPL19A-GFP yeast,Efflux pump mplx,MEP2 TOR yeast,LAP4-GFP MLPCN,Yeast superoxide,CIT2 TOR yeast,AGP1-GFP MLPCN
CCNC(=O)/C(=C/c1cccc([N+](=O)[O-])c1)NC(=O)c1ccc(C)cc1,5,101,0.3,103,89,102,96,94
CC1(C)CC(NC(=S)NC(=O)c2cc(Br)ccc2Cl)CC(C)(C)N1,0,88,-0.1,94,88,85,81,91
N#Cc1cnn2ccc(-c3cc(N4CCOCC4)ccc3[N+](=O)[O-])nc12,3,101,0.0,105,105,105,120,117
CCN(C(=O)COc1ncnc2scc(-c3ccc(F)cc3)c12)C1CCS(=O)(=O)C1 (stereo not drawn),1,99,-0.1,85,100,100,90,105
Cc1cc(NC(=O)CSc2nc(-c3ccccc3Cl)nc3c2c(=O)n(C)c(=O)n3C)no1,0,99,0.1,100,98,90,99,102
CC(=O)Nc1cccc(C(=O)N(CCc2ccccc2)Cc2ccccc2)c1,.,109,-0.7,104,89,81,97,96
O=C1c2ccccc2C(=O)N1CCCCn1c(=O)oc2ccccc21,-1,94,0.0,97,97,102,95,.
CCS(=O)(=O)N1N=C(c2ccc(NS(C)(=O)=O)cc2)CC1c1ccccc1 (stereo not drawn),-1,104,0.1,104,94,102,113,100
O=C(/C=C/c1ccc(Cl)cc1Cl)Nc1cccc(S(=O)(=O)NC2=NCCCCC2)c1,-7,104,0.1,100,91,86,99,98
Cc1nn(-c2ccccc2)c(C)c1C(=O)OCC(=O)N1c2ccccc2NC(=O)C1(C)C,-1,92,0.1,92,94,105,86,94
COc1ccc(OCCC(=O)OCC(=O)NCc2ccc(F)cc2)cc1,2,98,-0.2,100,113,95,99,105
CC(=O)c1ccc(NC(=O)CSc2nc(=O)n(CCN3CCOCC3)c3c2CCC3)cc1,-1,99,0.0,97,116,106,92,107
O=c1c2c3c(sc2nc2n1CCC2)CCCC3,12,102,0.1,?,?,104,111,?
O=C1C(Oc2ccccc2)C(c2cccs2)N1Cc1ccc2c(c1)OCO2 (stereo not drawn),6,100,0.1,96,99,134,91,96
CN(Cc1ccccc1)CC(O)COc1ccc(CNCCc2cccnc2)cc1 (stereo not drawn),-1,?,0.0,?,?,94,107[may fluoresce red],?
O=C(Nc1ccc(Cl)cc1N1CCOCC1)C1CC1,0,105,0.1,101,93,91,103,101
CN(C)c1ccc(C(C(=O)NC2CCCCC2)N(Cc2ccco2)C(=O)c2snc(C(N)=O)c2N)cc1 (stereo not drawn),2,106,-0.1,106,96,91,113,106
COc1ccccc1C(=O)NC(=O)COC(=O)c1ccc(NC(=O)CC#N)cc1,3,100,0.0,107,122,94,95,114
Cc1cccc(-n2c(C)cc(C(=O)NC3CCCCC3)c2C)c1,-2,104,-0.1,113,105,111,109,108
O=[N+]([O-])c1cc(-c2ccc(C(=S)N3CCOCC3)o2)ccc1Cl,24,97,0.2,106,119,102,115,100
CCc1cc(=O)oc2c(C)c(OCC(=O)NCCCN3CCOCC3)ccc12,12,106,0.1,109,114,92,113,117
CCN(C(=S)Nc1ccc(Oc2ccccc2)cc1)c1ccccc1,0,95,0.2,101,104,85,95,98
Cc1ccc2c(c1)[C@@H]1[C@H](CO2)[C@H](c2ccccc2)[C@@]2(C)C(=O)N[C@H](C)C(=O)N12,0,107,-0.2,97,84,96,87,87
COc1ccccc1NC(=O)CSc1nnc(CNC(=O)c2cccs2)o1,3,101,0.1,101,96,88,98,101
COc1ccc(CNC(=O)C/C(C)=N/NC(=O)C(c2ccccc2)c2ccccc2)cc1,3,?,-0.2,?,?,107,?,?
CC1CC(=O)C2=C(C1)Nc1ccccc1N=C2 (stereo not drawn),9,95,0.0,98,99,99,97,98
Cc1ccc(Cn2ncc3c(N4CCOCC4)ncnc32)cc1,0,92,-0.1,89,92,88,95,93
CCOc1ccc(-c2[nH]nc3c2C(c2cccnc2)C(C#N)=C(N)O3)cc1 (stereo not drawn),4,97,-0.1,104,102,98,99,99
O=C(C1=C[C@H](C2CCCCC2)C[C@H](OCCCCO)O1)N1CCOCC1,1,98,-0.1,101,91,96,97,101
Cc1ccccc1NC(=O)CN1CCN(C(=O)c2ccco2)CC1,4,106,0.0,112,101,93,107,100
O=C(COc1ccccc1F)NCc1nc2ccccc2[nH]1,9,101,0.1,104,98,90,99,104
COc1ccc(NC(=S)NC(=O)/C=C/c2ccccc2)cc1,-1,98,-0.2,99,88,98,98,90
COC1=C/C(=C/c2c(O)c(C#N)c3ccccn23)C=CC1=O,14,100,0.1,108,94,117,109,101
COc1ccccc1C(=O)NC(=O)COC(=O)CNC(=O)c1ccc(Cl)cc1Cl,3,102,-0.1,103,109,95,104,118
O=C(CCS(=O)(=O)c1ccc(Br)cc1)N1CCN(c2ccccc2Cl)CC1,-4,97,0.0,99,110,110,85,86
O=C(CSc1nc2[nH]ncc2c(=O)[nH]1)N1CCCC1,-2,105,0.0,107,103,98,105,104
O=C(NC1CCS(=O)(=O)C1)c1cnccn1 (stereo not drawn),2,92,0.0,89,93,111,88,91
Cc1cccc(NC(=O)c2ccc(Cn3cc(C(F)(F)F)ccc3=O)cc2)c1,0,103,-0.2,119,102,100,101,111
COc1ccc(C(=O)CC(=O)C(=O)Nc2cc(OC)ccc2OC)cc1,7,103,0.1,107,91,99,97,97
c1ccc(Cn2nnnc2C(c2cccs2)N2CCSCC2)cc1 (stereo not drawn),-1,99,0.0,104,98,102,95,96
COc1ccc(N=C2SCC(c3ccc(C)cc3)=NN2CCO)cc1,-1,96,0.0,98,115,95,85,94
Cc1cc(C(=O)OCC(=O)NC(C)C)c2ccccc2n1,3,107,-0.4,104,102,122,115,101
Nn1c(SCC(=O)Nc2ccc3c(c2)OCO3)nnc1C(F)(F)F,6,96,-0.1,94,102,89,109,98
C=CCS(=O)(=O)c1nc2ccccc2s1,2,106,0.0,114,119,86,111,123
O=C(NC1CCCC1)c1sc(=S)n2c1[nH]c(=O)c1ccccc12,17,99,-0.2,99,90,103,109,100
COc1ccc2cc(CN(Cc3ccco3)C(c3nnnn3C3CCCCC3)C(C)C)c(=O)[nH]c2c1 (stereo not drawn),1,106,-0.1,118,127,91,128,118
O=C1CN(C(=O)c2ccc(Br)o2)C(c2ccccc2)c2cc(Cl)ccc2N1 (stereo not drawn),66*,103,-0.2,108,105,92,110,111
Cc1ccc2c(c1)[C@@H]1[C@H](CO2)[C@H](c2ccccc2)[C@]2(C)C(=O)N[C@H](C)C(=O)N12,0,117,-0.2,103,109,121,104,111
CCOC(=O)C1CCN(C(=O)c2ccccc2NS(=O)(=O)c2ccc(F)c(F)c2)CC1,0,102,0.2,96,89,94,100,94
COc1ccc(CC(=O)Oc2cc(C)[nH]c(=O)c2[N+](=O)[O-])cc1,0,90,-0.6,102,87,89,95,90
O=C(NCCN1CCN(c2ccccc2)CC1)Nc1ccc(Cl)cc1,1,108,-0.1,106,98,95,96,98
CC(=O)c1ccc(NC(=O)Cn2cnc(S(=O)(=O)N3CCOCC3)c2)cc1,3,100,-0.1,101,102,98,105,107
CC(=O)Nc1ccc(OCCC[n+]2cccc(C(=O)[O-])c2)cc1,-1,92,-0.1,97,98,104,94,97
O=C(Cc1csc(NC(=O)Nc2ccc(Cl)cc2)n1)NCc1ccccn1,7,89,0.1,87,103,104,85,98
O=C(CNC(=O)C12CC3CC(CC(C3)C1)C2)NC1=NCCS1,-4,96,0.0,93,99,90,96,96
CCOc1ccccc1NC(=O)CCC(=O)Nc1nnc(C2CCCCC2)s1,4,95,-0.1,101,101,119,105,94
Oc1c(Cl)cc(CN2CCOCC2)c2cccnc12,-4,101,-0.3,101,100,103,112,101
Cc1ccc2cc(C)c(SCC(=O)Nc3cc(C)on3)nc2c1,3,103,0.0,102,93,104,98,97
COc1ccc(/C=C2\N=C(SC)SC2=O)cc1OC,1,94,0.4,101,104,104,85,97
CCC(CC)NCc1ccc2c(c1)c1ccccc1n2CC,12,87,0.0,91,105,101,92,96
# Additional entries.
SMILES,AHR act,RPL19A-GFP yeast,Efflux pump mplx,MEP2 TOR yeast,LAP4-GFP MLPCN,Yeast superoxide,CIT2 TOR yeast,AGP1-GFP MLPCN
COc1ccc(N(CC(=O)N2CCCCCC2)S(=O)(=O)c2ccccc2)cc1,0,103,0.1,96,100,93,103,104
COc1ccc(CN2CCC(n3nccc3NC(=O)C3CC3)CC2)c(OC)c1OC,1,108,-0.3,118,115,82,113,124
Cc1cccc(NC(=S)NC2CCSc3ccccc32)c1 (stereo not drawn),3,96,-0.2,98,90,117,93,93
CC(C)(C)C1CCC(OC(=O)C[N+]2(C)CCCC2)CC1 (stereo not drawn),-1,101,0.5*,111,102,97,106,121
NC(=O)c1cc(S(=O)(=O)NCc2cccs2)cs1,1,99,0.1,103,97,87,98,96
Cc1cccc(Oc2coc3cc(OC(=O)c4cc5ccccc5oc4=O)ccc3c2=O)c1,1,96,0.2,91,94,97,90,96
CC(C)CC(=O)NC(=S)Nc1cccc(NC(=O)c2ccccc2Cl)c1,1,101,0.0,99,102,89,103,109
CC(=O)c1c(C)[nH]c(C(=O)Nc2cccc(C#N)c2)c1C,17,98,-0.1,97,95,93,97,99

# Some of the entries above in a different format:
# The line under a structure holds: AHR act | RPL19A-GFP yeast | Efflux pump mplx | MEP2 TOR yeast | LAP4-GFP MLPCN | Yeast superoxide | CIT2 TOR yeast | AGP1-GFP MLPCN
NC(=O)c1cc(S(=O)(=O)NCc2cccs2)cs1
  1 | 99 | 0.1 | 103 | 97 | 87 | 98 | 96
Cc1cccc(Oc2coc3cc(OC(=O)c4cc5ccccc5oc4=O)ccc3c2=O)c1
  1 | 96 | 0.2 | 91 | 94 | 97 | 90 | 96

# Gathered by group, those above with two or more sulfur atoms (9)
SMILES,AHR act,RPL19A-GFP yeast,Efflux pump mplx,MEP2 TOR yeast,LAP4-GFP MLPCN,Yeast superoxide,CIT2 TOR yeast,AGP1-GFP MLPCN
CCN(C(=O)COc1ncnc2scc(-c3ccc(F)cc3)c12)C1CCS(=O)(=O)C1 (stereo not drawn),1,99,-0.1,85,100,100,90,105
CCS(=O)(=O)N1N=C(c2ccc(NS(C)(=O)=O)cc2)CC1c1ccccc1 (stereo not drawn),-1,104,0.1,104,94,102,113,100
COc1ccccc1NC(=O)CSc1nnc(CNC(=O)c2cccs2)o1,3,101,0.1,101,96,88,98,101
c1ccc(Cn2nnnc2C(c2cccs2)N2CCSCC2)cc1 (stereo not drawn),-1,99,0.0,104,98,102,95,96
C=CCS(=O)(=O)c1nc2ccccc2s1,2,106,0.0,114,119,86,111,123
O=C(NC1CCCC1)c1sc(=S)n2c1[nH]c(=O)c1ccccc12,17,99,-0.2,99,90,103,109,100
COc1ccc(/C=C2\N=C(SC)SC2=O)cc1OC,1,94,0.4,101,104,104,85,97
Cc1cccc(NC(=S)NC2CCSc3ccccc32)c1 (stereo not drawn),3,96,-0.2,98,90,117,93,93
NC(=O)c1cc(S(=O)(=O)NCc2cccs2)cs1,1,99,0.1,103,97,87,98,96
